From PubChem
ERK AVP inh = vasopressin-driven ERK pathway inhibition | Potency, µM (series often up to 57.5 µM), for the others: top-dose activity, negative = inhibition, most hits filed as inhibitors | HEK293-V1b, vasopressin-stimulated pERK AlphaScreen | 72,000 compounds, 0.99% hits; note: % is set by controls: 0 for no effect and ±100 for the full control effect; nearly all actives have a fitted effect of over 55% in size
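qHTS, compounds titrated on V1b-expressing HEK293 cells. Preincubation 30 min at 37C, vasopressin 25 nM for 5 min, lysis 10 min, bead incubation 5 hr at room temperature.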
HBB splice mod = alters splicing of the hemoglobin beta chain; HBB splicing reporter cell assay, activation; EGFP reporter with mutant IVS2-654 intron; response scale: normalised to 500 nM splice-correcting PNA; Potency, µM (titrated, usually from 46.1 µM), for the others: at the top dose activation, actives largely listed as activators; 65,000 compounds, 0.06% hits; note: 0% is about no effect
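Compounds were applied for 2 days to HeLa EGFP-654 cells, 500/well in Optimem with 2% FCS. The reporter's EGFP is disrupted by mis-splicing of beta-globin intron IVS2-654. Readout: summed well GFP fluorescence from 488 nm laser scanning; reference was 500 nM antisense […] 654 PNA.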
* marks the source's active call; other numbers are inactive results; ? = inconclusive; nt = no result given; & = joins results of further samples; [ ] = another dose, or the depositor's remark. Calls come from the whole dose curve; as a rule, active = well fitted curve in the direction sought with a large enough effect; inconclusive = small, poorly fitted or top-dose-only effect, or another doubt; inactive = no such curve, though single readings can be large; an effect the other way counts as inactive or inconclusive. Potency is the fitted concentration of half-maximal effect.

no.	Molecule	ERK AVP inh	HBB splice mod
1	COC1C(O)C(CO)OC1n1cnc2c(=O)[nH]c(N)nc21 (centres undefined)	8%	nt
2	O=c1cc(-c2ccc(O)cc2)oc2cccc(O)c12	4µM*	nt
3	O=c1cc(-c2ccccc2)oc2c(O)c(O)ccc12	?	nt
4	CC1(C)CC[C@]2(C(=O)O)CC[C@@]3(C)C(=CCC4[C@@]5(C)CCC(O)C(C)(C)C5CC[C@@]43C)C2C1 (some centres undefined)	8%	nt
5	COc1ccc(/C=C/C(=O)c2ccc(C)s2)cc1	28%	nt
6	CCC(/C=C/C(C)C1CCC2C3CCC4=CC(=O)CC[C@@]4(C)C3CC[C@@]12C)C(C)C (some centres undefined)	2%	nt
7	FC(F)(F)c1ccc(C2[C@H]3CN(Cc4ccc(-c5ccccc5)cc4)[C@H](c4ccccc4)C34CC2(c2ccccc2)C4)cc1 (some centres undefined)	-2%	nt
8	COC(=O)CC1Oc2cc3oc4c5ccccc5oc(=O)c4c3cc2O1 (centres undefined)	4%	nt
9	COc1cc(O)c2c(=O)cc(C)oc2c1CC=C(C)C	9%	nt
10	COc1cc2c(Cc3c4c5c(cc(OC)c(OC)c5c5c(OC)c(OC)ccc35)CCN4C)c3c4c(cc(OC)c(OC)c4c2cc1OC)CCN3C	-10%	nt
11	CC(C)Cn1c(N)c(C(=O)COC(=O)c2cc(-c3ccccc3)nc3ccccc23)c(=O)n(C)c1=O	6%	nt
12	C[C@@H]1OC(OC2CC[C@@]3(C)C(CC[C@@]4(C)C3CC=C3C5CC(C)(C)CC[C@]5(C(=O)OC5OCC(O)[C@@H](O)[C@@H]5OC5O[C@@H](C)[C@H](O[C@H]6OC(CO)C(O)C(O)C6O)C(O)C5O)C(O)C[C@@]34C)C2(C)C)C(O)C(O)[C@H]1OC1OCC(O)C(O)[C@H]1O (some centres undefined)	13µM*	nt

Taken from above.
ERK AVP inh result of entry 11 = 6%
ERK AVP inh result of entry 10 = -10%
ERK AVP inh result of entry 12 = 13µM*
ERK AVP inh result of entry 1 = 8%

Next section.
no.	Molecule	ERK AVP inh	HBB splice mod
13	c1ccc2c(c1)CC(N1CCN(c3cccc4c3OCCO4)CC1)C2	?	nt
14	COc1cc(/C=C/C(=O)/C=C(O)/C=C/c2ccc(O)c(OC)c2)ccc1O	?	nt
15	CCC(C)CCCCC(=O)NC(CCN)C(=O)NC(C(=O)NC(CCN)C(=O)NC1CCNC(=O)C(C(C)O)NC(=O)C(CCN)NC(=O)C(CCN)NC(=O)C(CC(C)C)NC(=O)C(Cc2ccccc2)NC(=O)C(CCN)NC1=O)C(C)O (centres undefined)	-8%	nt
16	COc1cc2c(C=O)c3c4c(cc(OC)c(OC)c4c2cc1OC)CCN3C	?	nt
17	Cc1ccc2c(Cl)cc(Cl)c(O)c2n1	2%	nt
18	O=C(OC1Cc2c(O)cc(O)cc2OC1c1cc(O)c(O)c(O)c1-c1c(C2Oc3cc(O)cc(O)c3CC2OC(=O)c2cc(O)c(O)c(O)c2)cc(O)c(O)c1O)c1cc(O)c(O)c(O)c1 (centres undefined)	-30%	nt
19	OCC1OC(n2cnc3c(Cl)ncnc32)C(O)C1O (centres undefined)	11%	nt
20	COC(=O)/C(=C1\OC(=O)C(c2ccccc2)C1=O)c1ccccc1 (centres undefined)	-1%	nt
21	COc1cc2c(cc1O)C(Cc1ccc(O)cc1)N(C)CC2 (centres undefined)	-10%	nt
22	COc1cc(-c2cc(=O)c3c(O)c(OC)c(OC)c(OC)c3o2)cc(OC)c1OC	-21%	nt
23	NCCC(=O)N[C@H](Cc1cnc[nH]1)C(=O)O	-18%	nt
24	COc1cc2cc[n+]3cc4c(OC)c(OC)ccc4cc3c2cc1OC	3%	nt

Compounds from the list above containing a halogen (three):
no.	Molecule	ERK AVP inh	HBB splice mod
7	FC(F)(F)c1ccc(C2[C@H]3CN(Cc4ccc(-c5ccccc5)cc4)[C@H](c4ccccc4)C34CC2(c2ccccc2)C4)cc1 (some centres undefined)	-2%	nt
17	Cc1ccc2c(Cl)cc(Cl)c(O)c2n1	2%	nt
19	OCC1OC(n2cnc3c(Cl)ncnc32)C(O)C1O (centres undefined)	11%	nt

Other compounds.
no.	Molecule	ERK AVP inh	HBB splice mod
25	O=c1c(O)c(-c2ccc(O)c(O)c2)oc2c(OC[C@@H]3O[C@@H](O)[C@@H](O)[C@H](O)[C@H]3O)c(O)cc(O)c12	-22%	nt
26	COC1C(O)CC(=O)OC(C)C/C=C/C=C/[C@@H](OC2CCC(N(C)C)C(C)O2)C(C)C[C@@H](CC=O)[C@@H]1O[C@H]1OC(C)[C@H](O[C@@H]2C[C@@](C)(O)C(O)C(C)O2)C(N(C)C)C1O (some centres undefined)	6%	nt
27	CCCc1nn(C)c2c(=O)[nH]c(-c3cc(S(=O)(=O)N4CCN(C)CC4)ccc3OCC)nc12	-2%	nt
28	CCCN1[C@H](C(=O)OC)C[C@@]2(O)[C@@H](O)[C@@H](O)[C@@H](O)C[C@@H]12	27%	nt
29	OCC1OC(n2cnc3c(=S)nc[nH]c32)C(O)C1O (centres undefined)	5%	nt
30	O=c1[nH]cnc2c1ncn2C1CC(O)C(CO)O1 (centres undefined)	-10%	nt
31	COc1ccc(C(=O)C2C3C4COC(O4)C(=O)C3C3C=Cc4ccccc4N32)c(OC)c1 (centres undefined)	-26%	nt
32	FC(F)(F)c1ccc(C2[C@H]3CN(Cc4cccnc4)[C@H](c4ccccc4)C34CC2(c2ccccc2)C4)cc1 (some centres undefined)	4%	nt
33	CCC1=C2CC[C@H]3C(=O)N(c4ccccc4)C(=O)[C@H]3[C@H]2[C@@]2(Cc3ccccc3)C(=NCC3CC3)OC(=O)N2C1=O	2%	nt
34	NC(Cc1cc(I)c(Oc2cc(I)c(O)c(I)c2)c(I)c1)C(=O)O (centres undefined)	9%	nt
35	COC(=O)c1ccc(C23CC4(C2)[C@H](CN(C)[C@@H]4c2ccccc2)C3c2ccc(C(F)(F)F)cc2)cc1 (some centres undefined)	-17%	nt
36	COC(=O)c1cccc(C23CC4(C2)[C@H](CN(Cc2ccc(C(F)(F)F)cc2)[C@@H]4c2ccccc2)C3c2ccc(Cl)nc2)c1 (some centres undefined)	-6%	nt

Quoted at random: two records from the list, in no set order.
no.	Molecule	ERK AVP inh	HBB splice mod
28	CCCN1[C@H](C(=O)OC)C[C@@]2(O)[C@@H](O)[C@@H](O)[C@@H](O)C[C@@H]12	27%	nt
30	O=c1[nH]cnc2c1ncn2C1CC(O)C(CO)O1 (centres undefined)	-10%	nt

More structures
no.	Molecule	ERK AVP inh	HBB splice mod
37	O=c1c(-c2ccc(O[C@@H]3O[C@H](CO)[C@@H](O)[C@H](O)[C@H]3O)cc2)coc2cc(O)cc(O)c12	3%	nt
38	CC(CCC(=O)O)C1CCC2C3CC[C@H]4CC(O)CC[C@@]4(C)C3C=C[C@]12C (some centres undefined)	-4%	nt
39	CC(N)CCCC(C)(C)O (centres undefined)	1%	nt
40	CC(=O)OC1C[C@]2(C)[C@@H](CC(O)C3[C@]4(C)CCC(O)C(C)[C@@H]4CC[C@]32C)/C1=C(/CCC=C(C)C)C(=O)O (some centres undefined)	7%	nt
41	CCC1=C2CC[C@H]3C(=O)N(c4ccccc4)C(=O)[C@H]3[C@H]2[C@@]2(C)C(=NCC(=O)OC)OC(=O)N2C1=O	2%	nt
42	C=Cc1c(C)/c2[n-]/c1=C\c1[n-]c(c(CC)c1C)/C=c1\[n-]c3c(c1C)C(=O)C(C(=O)[O-])C=3c1[n-]c(c(C)c1CCC(=O)[O-])\C=2.[Cu].[Na+].[Na+] (centres undefined)	-29%	nt
43	CNc1ccccc1C(=O)OCC(C)=O	12%[11.5 µM]	3.6%[9.22 µM]
44	Cc1c(O)c(=O)ccn1C	12%[11.5 µM]	2.9%[9.22 µM]
45	COC(=O)C(C(C)=O)C(=O)C(Cc1ccccc1)NC(=O)OCc1ccccc1 (centres undefined)	11%[11.5 µM]	0.5%[9.22 µM]
46	COC(=O)NC(c1cccc(F)c1)[C@@]1(C(=O)OC)CCCC1=O (some centres undefined)	10%[11.5 µM]	-0.9%[9.22 µM]
47	COC(=O)C(C(C)=O)C(NC(=O)NCc1ccccc1)c1ccccc1 (centres undefined)	10%[11.5 µM]	3.2%[9.22 µM]
48	C=CCC1C=CC(Oc2ccc(OC)cc2)C(CO)O1 (centres undefined)	-4%[11.5 µM]	2.1%[9.22 µM]
49	Cc1nn(-c2ccccc2)c(C)c1/C=N/N1CCN(Cc2ccccc2)CC1	-30%	-1.5%
50	CC[C@H](C)C(=O)O[C@H]1C[C@H](O)C=C2C=C[C@H](C)[C@H](CC[C@@H](O)C[C@@H](O)CC(=O)O)[C@H]21	-8%	-0.5%
51	COc1ccc(OC)c(C2OCCC=CC2C)c1 (centres undefined)	8%[11.5 µM]	2.4%[9.22 µM]
52	COc1ccc(OC2C=CC(c3ccccc3)OC2CO)c(C(C)=O)c1 (centres undefined)	31%[11.5 µM]	2.7%[9.22 µM]
53	COc1ccc(B(O)O)cc1	-5%	-0.2%
54	OCC1OC(c2ccc3c(c2)OCO3)C=CC1Oc1ccc(C2CCCC2)cc1 (centres undefined)	16%[11.5 µM]	3.6%[9.22 µM]
55	CCC(=O)[C@]12O[C@@]3(C4C(=O)OCCC41)N(Cc1ccccc1)C(C)=C(C(=O)OC)C(c1ccccc1)N3C2=O (some centres undefined)	10%[11.5 µM]	0.3%[9.22 µM]
56	CCOC(=O)OCC1OC(c2ccccc2)C=CC1Oc1ccc2oc(=O)cc(C)c2c1 (centres undefined)	18%[11.5 µM]	2.7%[9.22 µM]
57	COc1ccc(/C=C/N(CCc2ccc(OC)c(OC)c2)C(=O)c2ccccn2)cc1	20%[11.5 µM]	-0.1%[9.22 µM]
58	CCCc1cc2c(c(=O)o1)C(O)C1OC1C2=O (centres undefined)	23%[11.5 µM]	2.1%[9.22 µM]
59	CCCCCCCC#Cc1ccccc1/C=N/S(=O)C(C)(C)C (centres undefined)	-2%[11.5 µM]	1.7%[9.22 µM]
60	COC(=O)C(/C=C/C(C)Cc1cc(Br)cc(OCc2ccccc2)c1OC)OCc1ccccc1 (centres undefined)	9%[11.5 µM]	-2.0%[9.22 µM]
61	C/C=C/OC(=O)NC(c1ccccc1)[C@]1(C(C)=O)CCOC1=O (some centres undefined)	18%[11.5 µM]	2.5%[9.22 µM]
62	COC(=O)NC(c1ccco1)C(C(C)=O)C(=O)OC (centres undefined)	28%[11.5 µM]	1.0%[9.22 µM]
63	CC(=O)OCC1OC(C#CCC2CCCCC2)C=CC1OC(C)=O (centres undefined)	-4%[11.5 µM]	1.5%[9.22 µM]
64	COc1ccc(-c2nc3c(c4c2CC(C)OC4)CN(CCC(C)C)CC3)cc1 (centres undefined)	31%[11.5 µM]	0.8%[9.22 µM]
65	COC(=O)NC(CC(C)=O)c1cccc(C)c1 (centres undefined)	11%[11.5 µM]	0.4%[9.22 µM]
66	O=c1[nH]cnc2ccccc12	-6%	-0.4%
67	O=C(CCCc1ccc(-c2ccccc2F)cc1)Nc1ccc(O)cc1	-13%	-0.6%
68	COC(=O)C1=C(C)N(Cc2ccccc2)[C@]23O[C@](C(=O)OC)(C(=O)N2C1c1ccccc1)C1CCCC(=O)C13 (some centres undefined)	1%&19%[11.5 µM]	1.5%&2.5%[9.22 µM]
69	O=C1C=CC(=O)C2=C1C1c3ccccc3C2c2ccccc21	-10%	0.0%
70	COc1ccc(OCC2Cc3c(-c4ccccc4)nc4c(c3CO2)CN(CCOc2ccccc2)CC4)cc1 (centres undefined)	2%[11.5 µM]	-0.3%[9.22 µM]
71	CN1CC(=O)N/C1=N/C(=O)Nc1cccc(Cl)c1	-1%	0.2%
72	COc1ccc(/C=C/N(CCc2ccc(OC)c(OC)c2)C(C)=O)cc1	0%[11.5 µM]	1.3%[9.22 µM]
73	COc1ccc(C(=O)CC(=O)c2c(O)cc(OC)cc2OC)cc1	14%[11.5 µM]	1.2%[9.22 µM]
74	O=C(O)C1Cc2c([nH]c3ccccc23)C(c2ccccc2)N1 (centres undefined)	31%[activator][11.5 µM]	-0.9%[9.22 µM]
75	N#CCCN(CC#Cc1ccccc1)OCc1ccccc1	15%[11.5 µM]	-0.8%[9.22 µM]

The list is partial; count on the stated rates, not on these rows.
